High-throughput results deposited in PubChem BioAssay by several laboratories.
Rv3671c protease – inhibitors of M. tuberculosis serine protease Rv3671c | 320,000 compounds, 0.048% hits | AID 2606 | inhibition, % at 5.96 µM | P9WHR9; in the data active = inhibition above about 38%;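 also: extracellular domain of Rv3671c used as enzyme; 0% = enzyme with DMSO and 100% = no enzyme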
SSB-PriA inh – K. pneumoniae PriA-SSBct interaction inhibition; AlphaScreen SSBct-PriA binding, biotinylated peptide; inhibition, % at 33 µM; 430,000 compounds, 0.6% hits; AID 1272365; in the data active = inhibition mostly above about 37%, no sharp cut-off; inactive = mostly below about 20%;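 also: plate controls were negative control peptide for no effect and reference peptide for full effect; strong numbers were not always called active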
SARS 3CLpro inh – SARS-CoV 3CLpro protease inhibition; P0C6X7; recombinant SARS-CoV 3CLpro, quenched FRET peptide cleavage; inhibition, % at 6 µM; 290,000 compounds, 0.14% hits; AID 1706; in the data active = inhibition above about 12%
VHR inh abs – DUSP3 (human) phosphatase inhibition; P51452; inhibition, % at 13.3 µM; 290,000 compounds, 0.52% hits; recombinant VHR phosphatase, pNPP absorbance; in the data active = inhibition above about 50%; also: some compounds called inactive have numbers as strong as hits
BoNT F protease – inhibitors of Botulinum neurotoxin F light chain protease; Multiplex microsphere protease cleavage assay, flow cytometry; inhibition, % at 10 µM; 360,000 compounds, 0.22% hits; in the data active = inhibition above about 35%, passing the limit was not always enough; inconclusive = no clear call, values can overlap the other calls; also: plate controls were buffer without enzyme for full effect and enzyme alone for no effect
MazF activator – increases E. coli MazEF RNase cleavage of RNA. activation, % at 20 µM. 350,000 compounds, 0.32% hits. FAM/BHQ RNA-DNA oligo cleavage fluorescence, 5 h. P0AE70; in the data active = activation above about 50%
Target sequence (P0AE70 whole entry, looked up): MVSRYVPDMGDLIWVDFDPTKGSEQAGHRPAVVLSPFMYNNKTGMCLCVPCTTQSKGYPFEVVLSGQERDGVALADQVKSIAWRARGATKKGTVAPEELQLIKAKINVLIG
CCHFV vOTU inh – blocks the CCHF virus ovarian tumor domain protease; CCHFV vOTU protease, Pep-AMC fluorescence; 370,000 compounds, 0.55% hits; inhibition, % at 11.5 µM; in the data active = inhibition above about 30%; also: 0% = vehicle wells with enzyme and 100% = no enzyme wells
PrPC surface inh – cell surface PrPC inhibition, primary TR-FRET screen; TR-FRET read-out; inhibition, % at 13.8 µM; 370,000 compounds, 0.43% hits; AID 720596; in the data active = inhibition above about 24%; also: 0% = median of the test wells and 100% = reference compound wells
BoNT-A LC inh2 – BoNT A light chain protease inhibition; AID 588499; multiplex microsphere protease substrate cleavage, flow cytometry; inhibition, % at 10 µM; 360,000 compounds, 0.17% hits; also: plate controls were buffer without enzyme for full effect and enzyme alone for no effect
Anthrax LF inh2 – blocks Bacillus anthracis lethal factor protease | P15917 | multiplex microsphere protease cleavage assay, LF | inhibition, % at 10 µM | 360,000 compounds, 0.12% hits | AID 588501; also: plate controls were buffer without enzyme for full effect and enzyme alone for no effect
Target sequence (P15917 whole entry, looked up): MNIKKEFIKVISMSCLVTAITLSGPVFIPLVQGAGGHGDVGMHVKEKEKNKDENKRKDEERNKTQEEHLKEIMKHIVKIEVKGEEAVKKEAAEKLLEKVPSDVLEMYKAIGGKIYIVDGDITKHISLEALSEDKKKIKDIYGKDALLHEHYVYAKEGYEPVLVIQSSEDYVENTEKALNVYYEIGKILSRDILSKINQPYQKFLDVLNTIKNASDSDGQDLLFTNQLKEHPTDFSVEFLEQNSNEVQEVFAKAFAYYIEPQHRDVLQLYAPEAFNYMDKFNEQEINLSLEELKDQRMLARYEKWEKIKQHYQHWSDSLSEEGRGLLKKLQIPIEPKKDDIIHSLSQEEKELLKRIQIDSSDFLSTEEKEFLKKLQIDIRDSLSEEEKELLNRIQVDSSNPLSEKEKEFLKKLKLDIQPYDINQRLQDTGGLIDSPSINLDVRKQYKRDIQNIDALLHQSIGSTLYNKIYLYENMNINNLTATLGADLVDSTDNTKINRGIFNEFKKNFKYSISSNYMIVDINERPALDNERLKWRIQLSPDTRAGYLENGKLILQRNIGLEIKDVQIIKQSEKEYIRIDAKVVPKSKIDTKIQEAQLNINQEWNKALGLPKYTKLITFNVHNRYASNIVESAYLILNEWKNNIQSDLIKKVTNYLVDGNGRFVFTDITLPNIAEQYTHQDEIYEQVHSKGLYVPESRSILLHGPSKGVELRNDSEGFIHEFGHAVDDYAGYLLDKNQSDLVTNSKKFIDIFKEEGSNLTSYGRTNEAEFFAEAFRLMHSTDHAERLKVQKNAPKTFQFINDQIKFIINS
An asterisk follows results filed as active; & = joins results of further samples. Rule as the data show it, unless noted: active = inhibition above about 30%; inconclusive = no clear call, values can overlap the other calls; inactive = below that. An excerpt, so the mix of outcomes need not match the whole.

Results for O=C(O)C1(Br)CC12c1ccccc1-c1ccccc12 (configuration not stated) ?
SSB-PriA inh: -5; BoNT F protease: 0; MazF activator: 7; CCHFV vOTU inh: -1; PrPC surface inh: 1; BoNT-A LC inh2: 1.0; Anthrax LF inh2: -3

How did COc1cc(C(=O)N2CCCCC2c2cc(C(=O)NC(C)C)no2)cc(OC)c1C (configuration not stated) do in these assays?
BoNT F protease: -1; CCHFV vOTU inh: 27; PrPC surface inh: -3; BoNT-A LC inh2: -0.2; Anthrax LF inh2: 2

Results for Cc1ccc(CNC(=O)C2CCCN(S(=O)(=O)c3ccc(-n4cnnn4)cc3)C2)cc1 (configuration not stated) ?
Rv3671c protease: 1; SSB-PriA inh: -16; SARS 3CLpro inh: -2; VHR inh abs: -15; BoNT F protease: 2; MazF activator: 6; CCHFV vOTU inh: 0; PrPC surface inh: 5; BoNT-A LC inh2: -1.2; Anthrax LF inh2: 1

Results for Cc1cccc(COc2ccc(/C=N/NC(=O)c3nnn(-c4nonc4N)c3C)cc2)c1 ?
Rv3671c protease: 1; SARS 3CLpro inh: -1; VHR inh abs: 6; BoNT F protease: 2; MazF activator: -30; CCHFV vOTU inh: -4; PrPC surface inh: 0; BoNT-A LC inh2: 1.1; Anthrax LF inh2: -1

What do the screens show for `CC(C)CN1CCC(=O)N([C@H](CSc2ccc(Br)cc2)c2ccccc2)CC1`?
Rv3671c protease: -6; SSB-PriA inh: -9; VHR inh abs: 4; BoNT F protease: -13; MazF activator: 3; CCHFV vOTU inh: 5; PrPC surface inh: -6; BoNT-A LC inh2: -0.1; Anthrax LF inh2: 3

How did Cc1cc2oc(=O)cc(COC(=O)Cn3cnnn3)c2cc1C(C)C do in these assays?
Rv3671c protease: 1; SSB-PriA inh: -5; SARS 3CLpro inh: -3; VHR inh abs: 4; BoNT F protease: -1; MazF activator: 7; CCHFV vOTU inh: -2; PrPC surface inh: 11; BoNT-A LC inh2: -0.9; Anthrax LF inh2: -9

Results for Cc1ccnc(SCC(=O)c2cccs2)n1 ?
Rv3671c protease: -1; SSB-PriA inh: -12; SARS 3CLpro inh: 1; VHR inh abs: 14; BoNT F protease: -11; MazF activator: -1; CCHFV vOTU inh: -7; PrPC surface inh: -2; BoNT-A LC inh2: -2.1; Anthrax LF inh2: -1

What do the screens show for `Cc1ccc(Sc2ncccc2C(=O)NCc2cc([N+](=O)[O-])ccc2O)c(C)c1`?
Rv3671c protease: -2; SSB-PriA inh: 8; SARS 3CLpro inh: -3; VHR inh abs: 1; BoNT F protease: -7; MazF activator: -1; CCHFV vOTU inh: 3; PrPC surface inh: -12; BoNT-A LC inh2: -3.4; Anthrax LF inh2: -2

Results for CCOc1ccc(CN2CCNC(=O)C2CC(=O)NCc2ccccn2)cc1 (configuration not stated) ?
Rv3671c protease: -8; SSB-PriA inh: 0; SARS 3CLpro inh: -2; VHR inh abs: 54*; BoNT F protease: 0; MazF activator: -10; CCHFV vOTU inh: 10; PrPC surface inh: -2; BoNT-A LC inh2: 0.5; Anthrax LF inh2: 0

What do the screens show for `Cc1ccsc1C(=O)OCC(=O)NCCCc1ccccc1`?
Rv3671c protease: 15; SSB-PriA inh: 1; SARS 3CLpro inh: 3; VHR inh abs: 18; BoNT F protease: 1; MazF activator: 0; CCHFV vOTU inh: -2; PrPC surface inh: 1; BoNT-A LC inh2: -0.6; Anthrax LF inh2: -6

Results for COc1ccc(C(=O)Nc2cccc(-c3nnc(-c4ccco4)o3)c2)cc1 ?
Rv3671c protease: -34; SSB-PriA inh: -27; SARS 3CLpro inh: 0; VHR inh abs: -29; BoNT F protease: -2; MazF activator: 2; CCHFV vOTU inh: 1; PrPC surface inh: -4; BoNT-A LC inh2: -0.2; Anthrax LF inh2: -4

What do the screens show for `CCC1(C)Cc2c(sc3nc(SC)[nH]c(=O)c23)CO1` (configuration not stated)?
Rv3671c protease: -4; SSB-PriA inh: -2; SARS 3CLpro inh: -4; VHR inh abs: 9; BoNT F protease: 2; MazF activator: 3; CCHFV vOTU inh: -1; PrPC surface inh: 3; BoNT-A LC inh2: -1.4; Anthrax LF inh2: -10

Results for O=C(Oc1cccc(C(=S)N2CCOCC2)c1)c1ccc([N+](=O)[O-])cc1 ?
Rv3671c protease: 3; SSB-PriA inh: -8; SARS 3CLpro inh: -4; VHR inh abs: 6; BoNT F protease: -3; MazF activator: -2; CCHFV vOTU inh: 10; PrPC surface inh: -3; BoNT-A LC inh2: -3.2; Anthrax LF inh2: 6

Results for COc1ccc(C(=O)Nc2ccc3c(c2)OCCO3)cc1S(=O)(=O)N1CCOCC1 ?
Rv3671c protease: -9; SSB-PriA inh: 3; BoNT F protease: 2; MazF activator: 4; CCHFV vOTU inh: -9; PrPC surface inh: 6; BoNT-A LC inh2: 0.3; Anthrax LF inh2: 2

How did Cc1c(C(=O)NCC2COc3ccccc3O2)oc2ccc(S(=O)(=O)N3CCOCC3)cc12 (configuration not stated) do in these assays?
Rv3671c protease: -12; SSB-PriA inh: 3&-10&-8; SARS 3CLpro inh: 8; VHR inh abs: 21; BoNT F protease: -12; MazF activator: 4; CCHFV vOTU inh: -9; PrPC surface inh: 1; BoNT-A LC inh2: -0.7; Anthrax LF inh2: -4

How did CCN(CC)CCNc1ccc(CO)c2oc3cc(Cl)ccc3c(=O)c12 do in these assays?
BoNT F protease: -9; MazF activator: -17; CCHFV vOTU inh: 1; PrPC surface inh: -6; BoNT-A LC inh2: -0.2; Anthrax LF inh2: -11

What do the screens show for `Cc1cccc(-n2c(SCc3cc(=O)n4ccsc4n3)nc3ccccc32)c1`?
Rv3671c protease: -32; SSB-PriA inh: 15; SARS 3CLpro inh: 5; VHR inh abs: 0; BoNT F protease: -11; MazF activator: 1; CCHFV vOTU inh: 2; PrPC surface inh: -2; BoNT-A LC inh2: 6.2; Anthrax LF inh2: 1

What do the screens show for `Cc1ccccc1CNC(=O)CCC(=O)N1Cc2ccccc2Oc2ncccc21`?
Rv3671c protease: -10; SSB-PriA inh: -10; SARS 3CLpro inh: -5; VHR inh abs: 4; BoNT F protease: 4; MazF activator: -13; CCHFV vOTU inh: -16; PrPC surface inh: 2; BoNT-A LC inh2: 1.2; Anthrax LF inh2: -3

Results for COc1ccc2[nH]c(N=Nc3ccccc3C)c(O)c2c1 ?
Rv3671c protease: 13; SSB-PriA inh: -2; SARS 3CLpro inh: 2; VHR inh abs: 4; BoNT F protease: 0; MazF activator: 4; CCHFV vOTU inh: 5; PrPC surface inh: -9; BoNT-A LC inh2: 0.0; Anthrax LF inh2: -1

How did CC1CCCCN1C(=O)c1ccc(C(=O)c2ccccc2)cc1 (configuration not stated) do in these assays?
Rv3671c protease: -4; SSB-PriA inh: 2; BoNT F protease: -4; MazF activator: 6; CCHFV vOTU inh: -2; PrPC surface inh: -1; BoNT-A LC inh2: -0.5; Anthrax LF inh2: -2

Filtered by structure, the entries above with bromine
Results for O=C(O)C1(Br)CC12c1ccccc1-c1ccccc12 (configuration not stated) ?
SSB-PriA inh: -5; BoNT F protease: 0; MazF activator: 7; CCHFV vOTU inh: -1; PrPC surface inh: 1; BoNT-A LC inh2: 1.0; Anthrax LF inh2: -3

What do the screens show for `CC(C)CN1CCC(=O)N([C@H](CSc2ccc(Br)cc2)c2ccccc2)CC1`?
Rv3671c protease: -6; SSB-PriA inh: -9; VHR inh abs: 4; BoNT F protease: -13; MazF activator: 3; CCHFV vOTU inh: 5; PrPC surface inh: -6; BoNT-A LC inh2: -0.1; Anthrax LF inh2: 3

Further records.
How did CCCc1cc(C(=O)OC)c(NC(=O)OCC)s1 do in these assays?
Rv3671c protease: 0; SSB-PriA inh: -32; SARS 3CLpro inh: 3; VHR inh abs: -4; BoNT F protease: 11; MazF activator: -11; BoNT-A LC inh2: inconclusive; Anthrax LF inh2: -12

How did Nc1ccc2c(c1)-c1ccccc1S(=O)(=O)N2 do in these assays?
Rv3671c protease: -2; SSB-PriA inh: 26; SARS 3CLpro inh: 7; VHR inh abs: 8; BoNT F protease: -6; MazF activator: 8; CCHFV vOTU inh: 5; PrPC surface inh: -10; BoNT-A LC inh2: 0.1; Anthrax LF inh2: 5

Results for Cc1nc2cc(-c3cccc(F)c3)nn2c(C)c1CCC(=O)NC(C)CCc1ccco1 (configuration not stated) ?
Rv3671c protease: 0; SSB-PriA inh: -22; SARS 3CLpro inh: 1; VHR inh abs: 0; BoNT F protease: -4; MazF activator: -5; BoNT-A LC inh2: -2.0; Anthrax LF inh2: -1

What do the screens show for `CN1C(=O)C(C)(C)c2cc(S(=O)(=O)N3CCN(c4cccc(Cl)c4)CC3)ccc21`?
Rv3671c protease: -1; SSB-PriA inh: -6; SARS 3CLpro inh: 4; VHR inh abs: 17; BoNT F protease: -6; MazF activator: 4; CCHFV vOTU inh: 7; PrPC surface inh: 12; BoNT-A LC inh2: -0.3; Anthrax LF inh2: 2

What do the screens show for `O=C(Nc1ccon1)c1ccc(Cl)s1`?
Rv3671c protease: -1; SSB-PriA inh: -2; SARS 3CLpro inh: 0; VHR inh abs: 24; BoNT F protease: -3; MazF activator: 9; CCHFV vOTU inh: -2; PrPC surface inh: 3; BoNT-A LC inh2: inconclusive; Anthrax LF inh2: 2

Results for COCCNc1ncnc2c1[nH]c1ccccc12 ?
Rv3671c protease: -9; SSB-PriA inh: -4; SARS 3CLpro inh: -2; VHR inh abs: -1; BoNT F protease: inconclusive; MazF activator: 0; CCHFV vOTU inh: -1; PrPC surface inh: 11; BoNT-A LC inh2: -2.5; Anthrax LF inh2: -3

Results for O=c1[nH]c(CSc2nnc(COc3ccccc3)n2-c2ccccc2)nc2ccccc12 ?
Rv3671c protease: -7; SSB-PriA inh: -1; SARS 3CLpro inh: -7; VHR inh abs: -12; BoNT F protease: -17; MazF activator: -7; BoNT-A LC inh2: -0.8; Anthrax LF inh2: -5

Results for COc1ccc(C(=O)NCCc2nnc3ccc(SCC(=O)N4CCCC4)nn23)cc1 ?
Rv3671c protease: -5; SSB-PriA inh: 4; SARS 3CLpro inh: -6; VHR inh abs: -2; BoNT F protease: 2; MazF activator: -3; CCHFV vOTU inh: -3; PrPC surface inh: -9; BoNT-A LC inh2: -0.6; Anthrax LF inh2: -2

What do the screens show for `CC(C(=O)Nc1ccc2c(c1)OCCO2)N1Cc2ccccc2C1=O` (configuration not stated)?
Rv3671c protease: -1; SSB-PriA inh: 7; SARS 3CLpro inh: 5; VHR inh abs: -4; BoNT F protease: 4; MazF activator: -3; CCHFV vOTU inh: -1; PrPC surface inh: 3; BoNT-A LC inh2: -1.4; Anthrax LF inh2: -4

How did COc1cc(NC(=O)c2noc3c2CCC3)c(OC)cc1Cl do in these assays?
Rv3671c protease: 7; SSB-PriA inh: -11; SARS 3CLpro inh: 2; VHR inh abs: -11; BoNT F protease: 3; MazF activator: -3; CCHFV vOTU inh: -3; PrPC surface inh: 0; BoNT-A LC inh2: 3.2; Anthrax LF inh2: -1

What do the screens show for `O=C(NCCCn1ccnc1)c1ccc(NS(=O)(=O)c2cccc([N+](=O)[O-])c2)cc1`?
Rv3671c protease: 2; SSB-PriA inh: -13; BoNT F protease: inconclusive; MazF activator: 2; CCHFV vOTU inh: -9; PrPC surface inh: -16; BoNT-A LC inh2: 8.4; Anthrax LF inh2: -4

What do the screens show for `COc1ccc(F)cc1S(=O)(=O)N1CCCC(C)C1` (configuration not stated)?
Rv3671c protease: 2; SSB-PriA inh: -4; SARS 3CLpro inh: -2; VHR inh abs: 4; BoNT F protease: -5; MazF activator: 13; CCHFV vOTU inh: -12; PrPC surface inh: -3; BoNT-A LC inh2: -1.6; Anthrax LF inh2: -5
